Screening data from PubChem BioAssay.
NIH3T3 tox: cytotoxic compounds in NIH 3T3 cells; NIH 3T3 viability, CellTiter-Glo ATP luminescence, 48-72 h; Potency, µM (doses to about 96.7 µM), for the others: at the highest dose activity change, negative = cytotoxicity, hits mostly inhibitors; actives 4.3% (n = 94,000); further: potency means the concentration at half of the fitted maximal effect; nearly all actives have a fitted effect of over 55% in size
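Mouse fibroblast NIH 3T3 cells, 400 per well, received compound via pintool and were incubated for 48 or 72 hr prior to CellTiter-Glo ATP luminescence measurement.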
FLuc inh: inhibitors of firefly (Photinus pyralis) luciferase; P08659; purified P. pyralis luciferase, luminescence, biochemical; Potency, µM (highest dose often 115 µM), for inactives: at the top dose activity change, negative = inhibition, hits mostly inhibitors; actives 2.5% (n = 76,000); AID 1347043; further: potency means the concentration at half of the fitted maximal effect; nearly all actives have a fitted effect of over 65% in size
Target sequence (P08659 whole entry, looked up): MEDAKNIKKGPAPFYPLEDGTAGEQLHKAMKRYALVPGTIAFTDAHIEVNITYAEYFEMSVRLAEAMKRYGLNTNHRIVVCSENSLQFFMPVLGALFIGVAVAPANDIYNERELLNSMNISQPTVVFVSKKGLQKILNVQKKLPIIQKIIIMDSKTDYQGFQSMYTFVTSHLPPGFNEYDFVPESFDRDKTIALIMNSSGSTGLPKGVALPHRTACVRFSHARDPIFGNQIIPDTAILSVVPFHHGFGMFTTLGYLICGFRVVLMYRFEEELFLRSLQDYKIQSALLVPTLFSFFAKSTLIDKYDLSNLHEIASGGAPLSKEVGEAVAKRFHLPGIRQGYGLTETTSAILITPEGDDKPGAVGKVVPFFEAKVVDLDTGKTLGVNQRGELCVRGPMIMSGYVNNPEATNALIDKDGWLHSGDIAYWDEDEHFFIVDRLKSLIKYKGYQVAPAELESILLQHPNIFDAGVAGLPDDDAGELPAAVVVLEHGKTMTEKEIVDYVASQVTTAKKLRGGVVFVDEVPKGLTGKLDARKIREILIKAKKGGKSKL
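Inhibitors were tested against purified firefly luciferase in a biochemical, low-substrate format (both substrates at 10uM) and luminescence measured with a CCD imager.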
SNCA expr inhib: SNCA gene expression inhibition | HEK-293 SNCA-luciferase knock-in, luminescence, 24 h | Potency, µM (titrated, usually from 57.2 µM), without a hit: top-dose activity change, negative = inhibition, hits mostly inhibitors | actives 0.17% (n = 140,000);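 further: potency means the concentration at half of the fitted maximal effect; plate controls were DMSO cells for no effect and cell-free wells for full effect; nearly all actives have a fitted effect of over 45% in size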
IP6K1 inh: inhibitors of human IP6K1 | AID 1645851 | activity change, % (series mostly up to about 58 µM) | actives 0.81% (n = 140,000) | IP6K1 kinase, ADP-Glo luminescence, 2 h; hits give low values; in the data active means activity change below about -25%
Target sequence (Q92551 whole entry, looked up): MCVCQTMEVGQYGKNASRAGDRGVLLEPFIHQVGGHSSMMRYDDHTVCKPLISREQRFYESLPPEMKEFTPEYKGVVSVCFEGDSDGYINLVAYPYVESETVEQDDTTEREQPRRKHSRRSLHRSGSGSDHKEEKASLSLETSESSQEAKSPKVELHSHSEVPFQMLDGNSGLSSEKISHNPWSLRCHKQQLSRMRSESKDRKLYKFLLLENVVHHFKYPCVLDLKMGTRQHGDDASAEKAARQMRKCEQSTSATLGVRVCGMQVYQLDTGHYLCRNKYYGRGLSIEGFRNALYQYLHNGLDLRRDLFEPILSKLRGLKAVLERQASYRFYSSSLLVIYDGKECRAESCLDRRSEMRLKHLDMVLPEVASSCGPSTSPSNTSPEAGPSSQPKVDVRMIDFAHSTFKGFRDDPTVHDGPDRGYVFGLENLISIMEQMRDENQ
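ADP-Glo luminescence measures ADP made by human IP6K1 during a 2 h RT reaction with ATP/IP6 (mix at 1.3 mM/130 uM); top library doses 57.5 and 19.1 uM final.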
HEK293 tox: HEK 293 cell cytotoxicity; Potency, µM (top dose mostly 115 µM), for the others: at the top dose activity change, negative = cytotoxicity, most hits filed as inhibitors; actives 6.6% (n = 94,000); AID 1345083; HEK 293 viability, ATP luminescence (CellTiter-Glo), 48-72 h; further: potency means the concentration at half of the fitted maximal effect; nearly all actives have a fitted effect of over 60% in size
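qHTS cytotoxicity; HEK 293, 250 cells/well; compound pinned; 48 or 72 hr, 37 degree Celsius, 5% CO2, 95% humidity; CellTiter-Glo, 10 min RT; luminescence (ATP).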
GPT2 inhibitor: GPT2 alanine aminotransferase inhibition; AID 1671188; Recombinant GPT2, coupled pyruvate oxidase/HRP Amplex Red fluorescence; Q8TD30; actives 0.25% (n = 100,000); Potency, µM (doses to about 57.7 µM), without a hit: at the top dose activity change, negative = inhibition, usual class: inhibitors; further: potency means the concentration at half of the fitted maximal effect; nearly all actives have a fitted effect of over 60% in size; many of its hits are not listed in these tables
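Inhibition is scored from Amplex Red fluorescence generated when pyruvate oxidase and HRP act on pyruvate released by GPT2. Reactions contain 10ng/uL enzyme, 250uM a-KG and 2mM L-alanine and run 30 min at room temperature.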
HEK293 viab: counter-screen for SNCA expression inhibitors: cell viability | HEK-293-SNCA-luc viability, GF-AFC fluorescence, 24 h | actives 0.12% (n = 150,000) | Potency, µM (top dose mostly 57.1 µM), for inactives: at the top dose activity change, negative = cytotoxicity, hits mostly cytotoxic;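 further: potency means the concentration at half of the fitted maximal effect; 0% = DMSO-treated cells and -100% = medium-only wells without cells; nearly all actives have a fitted effect of over 30% in size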
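Cytotoxicity counterscreen: after 24 h compound treatment of genome-edited SNCA-luciferase HEK-293 cells, live-cell protease substrate GF-AFC read by fluorescence after 30 min; activity scaled between DMSO (0%) and medium-only (-100%), curves Hill-fitted.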
Active calls of the source: *; i = inactive; ? = inconclusive; nt = not tested or not shown; & = joins results of further samples; [ ] = dose if it differs, or a comment. Unless noted, the call rests on the fitted dose curve; in most records, active means well fitted curve in the direction sought with a large enough effect; inconclusive means small, poorly fitted or top-dose-only effect, or another doubt; inactive means no such curve, though single readings can be large; an effect the other way counts as inactive or inconclusive. Unless noted, on the % scale 0 is the no-effect control and ±100 the full control effect.

Every second line gives: NIH3T3 tox	FLuc inh	SNCA expr inhib	IP6K1 inh	HEK293 tox	GPT2 inhibitor	HEK293 viab
COc1ccc(OCC(O)CN2CCC(=O)N(CC3CC3)Cc3cc(OC)ccc32)cc1 (configuration not stated)
  ?	nt	nt	-14	-14%	nt	nt
CCC1=Nc2cc(C(=O)NCCCOC(C)C)ccc2Sc2ccc(C)cc21
  nt	nt	-28%	4	nt	nt	-19%
Cc1cccc(N2CCN(CCCNC(=O)c3nnc(Cc4c(F)cccc4Cl)o3)CC2C)c1 (configuration not stated)
  nt	nt	-11%	2	nt	nt	-11%
COc1ccc(C(=O)N2CCC3(CC2)N=C(c2ccccc2)NO3)cc1F
  -14%	-22%	19%	-13	-7%	i	1%
Oc1cccc2[nH]ccc12
  nt	nt	-41%[25.6 µM]	10	nt	?	0%[23.9 µM]
CC(=O)NCc1nnc2n1C(C(=O)NCCN1CCOCC1)CC2 (configuration not stated)
  -10%	nt	8%	5	-1%	i	7%[12.5 µM]
Cc1nnc([C@H]2CCN(C3CCN(C)CC3)C2)o1
  4%[174 µM]	1%[230 µM]	2%[87.6 µM]	4	2%[230 µM]	-5%[88.5 µM]	4%[87.6 µM]
CCC(C)NC(=O)Cn1c(=O)n(Cc2ccc(C(=O)NCCCOC)cc2)c(=O)c2ccccc21 (configuration not stated)
  nt	nt	5%	19	nt	nt	-28%
CC1(C(=O)Nc2ccccc2)CN(Cc2ccccc2)Cc2ccc(N3CCOCC3)nc21 (configuration not stated)
  ?	-2%	?	12	?	?	-25%
O=C(CN1C(=O)CCc2cc(S(=O)(=O)N3CCOCC3)ccc21)NCc1ccccc1Cl
  nt	nt	47%[activator]	-3	nt	nt	-5%
COc1ccc(-c2ccc(C(=O)NC3CC(c4cc(=O)[nH]c(N)n4)C3)o2)cc1 (configuration not stated)
  ?	?	102%[activator]	-30*	?	-31%	-4%
COc1ccc(C(=O)NC(C(=O)NC(C)C(C)C)C2CCN(C(=O)c3ccc(C)cc3)CC2)cc1 (configuration not stated)
  -17%	0%	11%	1	-9%	i	4%
COc1ccc(CCNC(=O)c2c(C)oc3nc(C)nc(N4CCOCC4)c23)cc1OC
  nt	nt	-12%	21	nt	nt	-22%
Cc1ccc(C(=O)NCc2ccc(N(C)C)cc2)cc1NC(=O)c1nsc2ccccc12
  nt	nt	78%[activator]	-12	nt	nt	-2%
CCC(C)(C)C(=O)N1CCC2(CCc3nn(Cc4ccccc4)c(=O)n3CC2)CC1
  ?	nt	9%	-14	?	0%	-2%

The list goes on, overlapping the part above by three compounds.
Every second line gives: NIH3T3 tox	FLuc inh	SNCA expr inhib	IP6K1 inh	HEK293 tox	GPT2 inhibitor	HEK293 viab
COc1ccc(CCNC(=O)c2c(C)oc3nc(C)nc(N4CCOCC4)c23)cc1OC
  nt	nt	-12%	21	nt	nt	-22%
Cc1ccc(C(=O)NCc2ccc(N(C)C)cc2)cc1NC(=O)c1nsc2ccccc12
  nt	nt	78%[activator]	-12	nt	nt	-2%
CCC(C)(C)C(=O)N1CCC2(CCc3nn(Cc4ccccc4)c(=O)n3CC2)CC1
  ?	nt	9%	-14	?	0%	-2%
O=C(NCC(c1cccs1)S(=O)(=O)c1cccs1)c1cccc(F)c1 (configuration not stated)
  nt	nt	-6%	24	nt	nt	-7%
NCc1ccc(-c2ccc(F)cc2)cc1
  89µM*	nt	10%[87.6 µM]	-10	100µM*	-7%[88.5 µM]	1%[87.6 µM]
CC(C)C1=NOC2(CCN(Cc3ccc(C(F)(F)F)cc3)CC2)C1
  ?	0%[172 µM]	?	5	?	-8%[88.5 µM]	-11%[87.6 µM]
CCN(CC)Cc1cnc2c(C(=O)N3CCC(N(C)C)C3)cnn2c1 (configuration not stated)
  i	-5%	-16%	3	5%	1%	-5%
CCOC(=O)Cn1c(=O)cc(C(F)(F)C(F)(F)F)c2c(C)nn(CC)c21
  nt	nt	17%	46	nt	nt	9%
COc1cc(OC)c(NC(=O)Cc2ccc(-n3c(C)nc4cccnc43)cc2)cc1Cl
  nt	nt	-2%	4	nt	nt	-1%
CCNC(=O)N1CCC(Oc2ncccc2C(=O)N2CCCCC2)C1 (configuration not stated)
  i	-3%	6%	20	-1%	-7%	-3%
COc1ccccc1CNC(=O)CCn1c(=O)c2ccccc2n(CC(=O)Nc2cc(Cl)ccc2C)c1=O
  nt	nt	2%	1	nt	nt	4%
COc1ccc(-c2cc3c(=O)n(CCNC(=O)c4ccc(F)c(F)c4)ccn3n2)cc1
  -14%	?	97%[activator]	-1	-1%	i	-2%
Cc1ccc(S(=O)(=O)c2nnn3c2nc(NC(C)C)c2sccc23)cc1
  nt	nt	-10%	1	nt	nt	-9%
COc1ccc(CCNC(=O)Cn2c(=O)c3cccn3c3ccc(F)cc32)c(OC)c1
  nt	nt	-2%	11	nt	nt	0%
O=S(=O)(NCc1ccccc1)NCc1noc(C2CCCO2)n1 (configuration not stated)
  2%	7%	9%	-3	i	i	3%
CCOC(=O)c1ccc(NC(=O)C2CCN(S(=O)(=O)c3ccc4c(c3)CCCC(=O)N4)CC2)cc1
  nt	nt	30%[activator]	-7	nt	nt	7%
Cc1noc(C)c1[S+](=O)([O-])N1CCC(c2nn(-c3ccccc3)c(=O)[nH]2)CC1
  ?	4%	-9%	4	?	i	0%
CC(C)C(=O)N[C@H]1[C@H](O)[C@H](O)C[C@@H]1c1cccnc1
  -3%[230 µM]	-4%[230 µM]	4%[87.6 µM]	-10	i	4%[88.5 µM]	3%[87.6 µM]
COc1cccc(-c2noc(CC3CCN(C(=O)c4cccc(Cl)c4)CC3)n2)c1
  ?	-7%	?	-9	?	i	-23%
COC(=O)[C@@H](C)NC(=O)[C@H]1CN(C(=O)c2cccnc2)CCN1C(=O)c1cccs1
  i	12%[172 µM]	-10%[87.6 µM]	2	-5%[172 µM]	4%[88.5 µM]	3%[87.6 µM]
CN1[C@@H](CCC(=O)NCc2cccs2)CNC(=O)[C@@H]2[C@H]1CCN2CC(C)(C)C
  2%[138 µM]	0%[172 µM]	-13%[87.6 µM]	0	i	i	4%[87.6 µM]
O=C(CN1CCCC1=O)N1CCN(Cc2ccccc2)CC1
  -3%	-2%	?	6	7%	i	-4%
COc1ccc(Nc2cc(-c3cnc(N)nc3)nc(N3CCOCC3)n2)cn1
  nt	nt	-16%	nt	nt	-29%	-15%
O=C(Cc1ccsc1)N1CCC(Nc2cccnc2)C1 (configuration not stated)
  i	3%	-25%	3	8%	5%	-5%
CC(=O)N1CCC2(CC1)OC(=O)N(Cc1ccccc1F)C2(C)c1ccccc1 (configuration not stated)
  35µM*	-7%[172 µM]	8%[87.6 µM]	-14	-3%[172 µM]	-3%[88.5 µM]	9%[87.6 µM]
COc1cccc(CNC(=O)CCC2CCN(S(=O)(=O)c3ccccc3)CC2)c1
  -20%	1%	11%	21	-25%	i	-1%
COc1ccc(C(=O)N2CCN(C(=O)COc3ccc(C)cc3)CC2)cc1OC
  nt	nt	16%	1	nt	nt	-1%
Cc1nn(CC(=O)NCc2cc(F)ccc2F)c(=O)c2nc(C(C)C)sc12
  -16%	?	14%	3	-11%	-5%	-5%
COc1ccc(-n2c(C(C)NC(=O)OCc3ccccc3)nc3cccnc32)cc1 (configuration not stated)
  -7%&-23%	-4%	-16%&-17%	3&-2	-15%&-6%	-1%	-23%&-16%
Cc1ccc(O)c(NC(=O)CCSc2nc(-c3ccco3)cc(C(F)(F)F)n2)c1
  nt	nt	19%	-2	nt	nt	?
O=C1Nc2ccccc2CNC12CCN(Cc1ccc(Cl)cc1)CC2
  -16%	nt	-14%	-2	?	4%	-2%
CS(=O)(=O)c1ccc(CN2CCCC(Cc3nc4ccccc4[nH]3)C2)cc1 (configuration not stated)
  -23%	-3%	-1%	-8	-17%	-11%	0%
O=C(NC1CCCN(c2cc(N3CCCC3)ncn2)C1)c1cccs1 (configuration not stated)
  i	3%	4%	11	8%	i	0%
Cc1ncccc1-c1nc2cc(C(=O)N(C)C)ccc2o1
  ?	nt	75%[activator][87.6 µM]	11	-24%[172 µM]	i	9%[87.6 µM]
CC(C)Cn1c(=O)c2ccccc2n2c(CCC(=O)Nc3ccc(F)cc3)nnc12
  nt	nt	8%	-14	nt	nt	-11%
COC(=O)c1c(-c2cccs2)csc1NC(=O)COc1ccc(C(C)(C)C)cc1
  nt	nt	10%	-4	nt	nt	2%
C=CCNc1nc(CC)nc2c1CCN(C(=O)c1cn(C)nc1C)CC2
  i	3%	-29%	0	-1%	i	?
Cc1noc(C)c1S(=O)(=O)N1CCc2nnc(C3CC3)n2CC1
  i	8%	-10%	-3	-3%	i	-5%
C[C@H](O)c1onc(-c2ccccc2)c1C(=O)N1CCN(C)CC1
  -17%[174 µM]	-3%[172 µM]	-22%[87.6 µM]	12	-9%[172 µM]	-26%[88.5 µM]	4%[87.6 µM]
CCCCc1nn(CC(=O)N2CCOC(c3ccccc3)C2)c(=O)n1CC (configuration not stated)
  -7%	-2%	0%	5	2%	i	-7%
O=C(O)C1=CO[C@@H](O[C@@H]2O[C@H](CO)[C@H](O)[C@H](O)[C@H]2O)[C@@H]2C(CO)=CC[C@H]12
  nt	nt	-11%	nt	nt	i	-17%
CCc1ccc(N(CC)C(=O)Cn2cnc3sc(C)c(S(=O)(=O)N4CCN(c5ncccn5)CC4)c3c2=O)cc1
  nt	nt	14%	-2	nt	nt	-2%
Cc1nc(C)c(C(=O)N2CCC3(CC2)CC(N2CCOCC2)CCO3)s1 (configuration not stated)
  i	-10%	-11%	3	7%	?	-5%
O=C(Cc1cccn1-c1ccc(F)cc1)NCCN1CCc2ccccc2C1
  -10%	-3%	-13%	11	-11%	i	6%
Cc1cccc(NC(=O)CSc2nc3ccccc3nc2N2CCOCC2)c1C
  nt	nt	38%[activator]	-8	nt	nt	-5%
CCCNC(=O)N1CC(c2nc(CCOc3cccc(C)c3)no2)C1
  -15%	-4%	-3%	-3	2%	?	-5%
CN(Cc1ccc2nonc2c1)Cc1ccccc1OCC(O)CN1CCCCC1 (configuration not stated)
  ?	9%	-3%	-7	?	-15%	?
CCc1ccc(C(=O)c2cn(CC(=O)Nc3ccc(F)cc3)c3ccc(OC)cc3c2=O)cc1
  nt	nt	-14%	-5	nt	nt	6%
COc1ccc(N2CCN(CCCNC(=O)c3cnn(-c4ccc(F)cc4)c3-n3cccc3)CC2)cc1
  nt	nt	?	1	nt	nt	?
COc1ccc(N2CCN(C(=O)C3CCN(S(=O)(=O)c4cccc5nonc45)CC3)CC2)cc1
  nt	nt	-4%	-5	nt	nt	9%
Cc1ccc(CNC(=O)CCc2nnc3n(C)c(=O)c4sccc4n23)cc1
  nt	nt	2%	-12	nt	nt	-1%
